# JMJD2A Tudor inh: qHTS Assay for Inhibitors of JMJD2A-Tudor Domain; Potency, µM (top dose mostly 114 µM), for the others: at the top dose activity change, negative = inhibition, most hits filed as inhibitors; 390,000 compounds, 4.4% hits; Lysine-specific demethylase 4A (Homo sapiens), O75164; AlphaScreen JMJD2A-Tudor / H3K4me3 peptide binding; AID 504339, 2011; also: % is scaled to controls: 0 for no effect and ±100 for the full control effect; nearly all actives have a fitted effect of over 50% in size
# BAZ2B block: qHTS Assay for Inhibitors of BAZ2B; Bromodomain adjacent to zinc finger domain protein 2B (Homo sapiens), Q9UIF8; AlphaScreen BAZ2B-H3K14Ac peptide displacement; Potency, µM (doses to about 114 µM), without a hit: at the highest dose activity change, negative = inhibition, hits mostly inhibitors; 360,000 compounds, 4.4% hits; also: % is scaled to controls: 0 for no effect and ±100 for the full control effect; nearly all actives have a fitted effect of over 60% in size
#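 Complex of BAZ2B and biotin-H3K14Ac (50 nM apiece) forms over 30 min at RT, then faces library compounds up to 110 uM for another 30 min; AlphaScreen beads added, 20 min dark incubation, luminescence read.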
# Pol iota inh: qHTS for Inhibitors of Polymerase Iota; DNA polymerase iota (Homo sapiens), Q9UNA4; Pol iota fluorescent replication assay, 10 min; Potency, µM (titrated, usually from 115 µM), without a hit: at the top dose activity, negative = inhibition, hits mostly inhibitors; 390,000 compounds, 1% hits
# Target sequence (Q9UNA4 whole entry, looked up): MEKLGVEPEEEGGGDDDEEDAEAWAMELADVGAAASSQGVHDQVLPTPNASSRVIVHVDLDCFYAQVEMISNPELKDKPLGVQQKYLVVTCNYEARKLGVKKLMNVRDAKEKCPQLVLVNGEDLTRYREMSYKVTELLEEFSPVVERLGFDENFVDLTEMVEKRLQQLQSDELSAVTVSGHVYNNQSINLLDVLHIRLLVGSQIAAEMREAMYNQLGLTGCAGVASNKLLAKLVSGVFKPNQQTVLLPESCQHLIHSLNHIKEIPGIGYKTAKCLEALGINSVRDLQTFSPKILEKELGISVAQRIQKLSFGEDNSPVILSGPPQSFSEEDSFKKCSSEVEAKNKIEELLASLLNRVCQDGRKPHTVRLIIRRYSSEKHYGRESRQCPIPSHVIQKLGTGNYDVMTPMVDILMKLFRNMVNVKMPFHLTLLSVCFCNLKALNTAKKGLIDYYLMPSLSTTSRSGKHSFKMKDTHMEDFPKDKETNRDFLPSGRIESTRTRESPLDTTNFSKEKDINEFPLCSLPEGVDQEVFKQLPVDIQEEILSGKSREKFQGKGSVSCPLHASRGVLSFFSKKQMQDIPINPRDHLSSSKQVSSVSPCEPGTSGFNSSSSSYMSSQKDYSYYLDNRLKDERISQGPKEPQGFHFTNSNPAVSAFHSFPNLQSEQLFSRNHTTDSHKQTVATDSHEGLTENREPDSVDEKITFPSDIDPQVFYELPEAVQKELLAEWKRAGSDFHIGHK
#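 Pol iota at 10 nM preincubated 15 min with compounds at room temperature; reaction started with fluorescent substrate, 50 nM final. Fluorescence read kinetically at 0 and 10 min; buffer-only wells as negative control.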
# BLM inh: qHTS Assay for Inhibitors of Bloom's syndrome helicase (BLM); RecQ-like DNA helicase BLM (Homo sapiens), P54132; recombinant BLM DNA unwinding, fluorescence dequenching; Potency, µM (doses to about 56.1 µM), for inactives: at the top dose activity change, negative = inhibition, hits mostly inhibitors; 350,000 compounds, 0.2% hits; AID 2528, 2010;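 also: plate controls were vehicle for no effect and no enzyme for full effect; nearly all actives have a fitted effect of over 35% in size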
# APE1 inh: qHTS Assay for Inhibitors of the Human Apurinic/apyrimidinic Endonuclease 1 (APE1); 350,000 compounds, 0.35% hits; Potency, µM (series often up to 65.8 µM), for inactives: at the highest dose activity change, negative = inhibition, usual class: inhibitors; recombinant APE1, TAMRA/BHQ-2 abasic DNA cleavage fluorescence; DNA repair nuclease/redox regulator APEX1 (Homo sapiens), P27695;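 also: plate controls were vehicle for no effect and reference inhibitor for full effect; nearly all actives have a fitted effect of over 55% in size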
#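 0.75 nM APE1 + cpd, 15 min RT; start w/ 50 nM TAMRA/BHQ-2 THF-abasic dsDNA; kinetic fluor 525/598 nm ×3 reads @60 s; Δ(read3−read1); normalized to DMSO and NSC13755 control wells.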
# Pol eta inh: qHTS for Inhibitors of Polymerase Eta; 390,000 compounds, 1.2% hits; recombinant Pol eta, fluorescent DNA replication assay; DNA polymerase eta (Homo sapiens), Q9Y253; Potency, µM (top dose mostly 114 µM), for the others: top-dose activity change, negative = inhibition, usual class: inhibitors; also: % is scaled to controls: 0 for no effect and ±100 for the full control effect
#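 Pol eta (10 nM) was preincubated with compounds for 15 min at room temperature, after which fluorescent replication substrate (50 nM final) was added to start the reaction. Fluorescence was read kinetically at 0 and 10 min.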
# Pol beta inh: qHTS Assay for Inhibitors of DNA Polymerase Beta; Potency, µM (doses to about 114 µM), without a hit: at the highest dose activity change, negative = inhibition, most hits filed as inhibitors; 340,000 compounds, 1.3% hits; P06746; Pol beta primer extension/strand displacement, fluorescence kinetic; also: % is scaled to controls: 0 for no effect and ±100 for the full control effect
#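 Kinetic readout of DNA synthesis with strand displacement by Pol beta. Compound and 10 nM enzyme sit 15 min at room temperature; 50 nM substrate starts the reaction, read immediately and at 10 min.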
# POLK inh: qHTS for Inhibitors of Polymerase Kappa; DNA polymerase kappa (Homo sapiens), Q9UBT6; purified Pol kappa, fluorescent DNA synthesis assay, 10 min; Potency, µM (highest dose often 107 µM), for inactives: top-dose activity, negative = inhibition, usual class: inhibitors; 400,000 compounds, 0.53% hits; AID 588579, 2011; also: % is scaled to controls: 0 for no effect and ±100 for the full control effect
#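 Enzyme at 10 nM met test compounds for 15 min at room temperature. Substrate addition (50 nM final) began the reaction, which was monitored by fluorescence at 0 and 10 min.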
# G9a block: qHTS Assay for Inhibitors of Histone Lysine Methyltransferase G9a; G9a H3K9 monomethylation, AlphaScreen, 2 h; Potency, µM (highest dose often 102 µM), for the others: at the highest dose activity, negative = inhibition, hits mostly inhibitors; AID 504332, 2011; Histone-lysine N-methyltransferase EHMT2 (Homo sapiens), Q96KQ7; 350,000 compounds, 8.8% hits; also: % is scaled to controls: 0 for no effect and ±100 for the full control effect; nearly all actives have a fitted effect of over 75% in size
# Target sequence (Q96KQ7 913-1193 limits assumed): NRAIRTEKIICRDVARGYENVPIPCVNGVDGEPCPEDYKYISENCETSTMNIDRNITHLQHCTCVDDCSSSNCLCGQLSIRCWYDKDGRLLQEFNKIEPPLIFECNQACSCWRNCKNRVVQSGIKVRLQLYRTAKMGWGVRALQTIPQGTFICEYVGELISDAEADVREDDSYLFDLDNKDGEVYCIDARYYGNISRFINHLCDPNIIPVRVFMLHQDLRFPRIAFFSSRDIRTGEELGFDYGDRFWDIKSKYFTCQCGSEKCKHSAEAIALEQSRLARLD
#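 Compounds were preincubated with 20 nM G9a for 15 min, after which biotinylated H3K9 peptide (500 nM) and SAM (20 uM) started a 2 h room-temperature reaction. Monomethylated product was quantified by antibody-based AlphaScreen chemiluminescence.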
# Starred values were filed as active, the others as inactive; ? = inconclusive; / = not tested or not shown; & = joins results of further samples; [ ] = another dose, or the depositor's remark. Calls follow the shape of the dose curve; as a rule, active = well fitted curve in the direction sought with a large enough effect; inconclusive = small, poorly fitted or top-dose-only effect, or another doubt; inactive = no such curve, though single readings can be large; an effect the other way counts as inactive or inconclusive. Potency is read from the fitted curve at half-maximal effect. Only part of the results is shown; the hit share may differ from the screen's.
SMILES | JMJD2A Tudor inh | BAZ2B block | Pol iota inh | BLM inh | APE1 inh | Pol eta inh | Pol beta inh | POLK inh | G9a block
Cc1ccc(CNC(=O)c2ccc(CNS(=O)(=O)c3ccc4c(c3)C(C)(C)C(=O)N4C)cc2)o1 | -26% | -34% | ? | -1% | 6% | -18% | 54% | -17% | 45µM*
COc1ccc(OCC(=O)NNc2nc3ccccc3s2)cc1 | -11% | -14% | 43%[activator] | -6% | -1% | -7% | -12% | -5% | /
Cc1[nH]c2ccc(C(=O)NCCc3ccccc3Cl)cc2c1C | -34% | ? | -2% | -7% | / | -14% | 1% | -6% | -9%[59 µM]
O=C(c1cccs1)n1nc(NCc2ccccc2)nc1NCc1ccccc1 | 21% | 9% | 92%[activator] | -5% | -6% | -6% | 36% | -20% | 7%[59 µM]
O=C(CNC(=O)c1ccccc1F)Nc1ccc2c(c1)OCO2 | -27% | / | -4% | / | -5% | -11% | / | -14% | /
CC1Cc2cc(S(=O)(=O)N3CCC(C(=O)NCc4ccco4)CC3)ccc2N1C(=O)C1CCC1 (configuration not stated) | -20% | -28% | 47%[activator] | -6% | 20% | -11% | 11% | -1% | -17%
O=C(CCSc1ccc(Cl)cc1)Nc1cccnc1 | -14% | -19% | 15% | -3% | -1% | -3% | -27% | -9% | -20%
Cc1ccc(NS(=O)(=O)c2ccc3c(c2)n(C)c(=O)n3C)c(C)c1 | -12%&-14% | -29%&-31% | -14%&28% | -2%&0% | 8% | -5%&-15% | -18%&-11% | 6%&-16% | 15%
CCOc1ccc(Oc2ccccc2NC(=O)CN2C(=O)NC3(CCCC3)C2=O)cc1 | -9% | 0% | 6% | / | 30% | -9% | / | 0% | 56µM*
CCOC(=O)CSc1nnc(NC(=O)c2cccc([N+](=O)[O-])c2)s1 | -6% | 7% | 6% | 4% | 11% | -8% | 33% | -6% | 7%[59 µM]
C=Cc1ccc(Cn2c(C(=O)O)c(CNCc3ccc(F)cc3)c3ccc(C)cc32)cc1 | -26% | -33% | 20% | -10% | / | -19% | 1% | -5% | ?
CCOC(=O)N1CCN(Cc2nc3cc(NC(C)=O)ccc3n2C(C)C)CC1 | 50µM* | ? | -1% | 1% | / | -10% | -20% | -6% | -48%[59 µM]
C=CCSc1nnc(-c2ccccc2NC(=O)CC)c(=O)[nH]1 | -15% | -10% | ? | -2% | -7% | 11% | -4% | -3% | -27%[59 µM]
C=CCN=C(NC#N)SCC(=O)c1cccc(OC)c1 | ? | ? | 25% | -1% | -7% | -3% | 21% | 0% | ?
COc1cc(Cl)c(C)cc1NC(=O)CSc1cc(=O)n(C)c2cc(Cl)ccc12 | -17% | / | 7% | -3% | / | -9% | 35% | 3% | 5%[59 µM]
COc1ccc(C(C(=O)NC2CCCC2)N(CCC(C)C)C(=O)CCC(=O)Nc2cc(C)on2)cc1 (configuration not stated) | -15% | -11% | 24% | -5% | -4% | -10% | 25% | -13% | 9%
Cc1n[nH]c(C)c1CNCc1c(C(=O)N2CCCCCCC2)nc2ccc(Cl)cn12 | -15% | -4% | 4% | -2% | 13% | 5% | 31% | -9% | 19%[59 µM]
O=C(O)C1C2C=CC(O2)C1C(=O)Nc1ccccc1C(F)(F)F (configuration not stated) | 79µM* | -6% | 25% | -1% | -2% | ? | 1% | 5% | 3.2µM*
Cc1ccccc1C(=O)Nc1nnc(SCc2cc(=O)c3c(C)ccc(C)c3[nH]2)s1 | -31% | 56µM* | -16% | -13% | / | -23% | 2% | -15%[60.1 µM] | 8%[59 µM]
Cc1ccc(NC(=O)c2cc([N+](=O)[O-])ccc2N2CCOCC2)cc1S(=O)(=O)N1CCOCC1 | -29% | -34% | 18% | -9% | 13% | -13% | 3% | -10% | ?
C=CCOc1cccc(C(=O)/C=C2/C(=O)Nc3ccccc32)c1 | ? | ? | -13% | -6% | -12% | -11% | 18% | -3% | ?
COc1ccc(Cl)cc1NC(=O)NCC1CCN(C(=O)OC(C)(C)C)CC1 | -12% | -17% | 68%[activator] | -7% | -2% | -12% | 4% | -10% | 23%
O=C(C1CCOCC1)N1CCCC(N2CCN(c3cccc(C(F)(F)F)c3)CC2)C1 (configuration not stated) | -2% | -8% | 34%[activator] | 2% | 39% | -7% | 38% | 10% | 83%[activator]
CCN(CC)c1ccc(C2CC(=O)NC3=C2C(=O)CC(C)(C)C3)cc1 (configuration not stated) | -19% | -33% | 11% | -5% | 2% | -21% | 0% | -1% | 50µM*
CC(O)CNc1nc2c(c(=O)n(C)c(=O)n2C)n1CCc1ccccc1 (configuration not stated) | -18% | -3% | 4% | 3% | 1% | -6% | 0% | 0% | 22%[12.7 µM]
Cc1nc2ccccn2c(=O)c1NC(=O)c1ccccc1Cl | -18% | 7% | 7% | -1% | / | -7% | 8% | 3%[60.1 µM] | -10%[59 µM]
Cn1cnnc1SCc1nnc(-c2ccccc2Br)o1 | -3% | / | -14% | -3% | -4% | -8% | -1% | 0% | 20%
CCOc1ccccc1NC(=O)CN1C(=O)NC(Cc2c[nH]c3ccccc23)C1=O (configuration not stated) | -20% | -4% | 27% | / | 1% | -18% | / | 1% | -6%[12.7 µM]
CCCn1c(=O)[nH]c(=O)c2c1nc(-c1ccccc1)n2CCN1CCOCC1 | -20% | 40%[activator] | -9% | 2% | -10% | 4% | 7% | -2% | ?
CCOc1ccc(CN2CCN(Cc3cnc(N4CCOCC4)s3)CC2CCO)cc1 (configuration not stated) | -9% | -16% | 1% | -8% | 2% | 6% | 1% | -3% | -3%
CCn1c(CC(=O)Nc2ccc(F)cc2)nnc1SCC(=O)NC1=NCCS1 | -9% | 0% | 13% | 0% | 13% | -20% | 17% | -23% | 23%
CCCOc1ccc(C(=O)N/N=C/c2c[nH]c3ccc(Br)cc23)cc1 | ? | -13% | 3% | -13% | 9% | -7% | 4% | -18% | 7%
O=C(NCc1cccs1)c1ccc2ccccc2n1 | 6% | -2% | -6% | -13% | 10% | -7% | 18% | -15% | 39%
N#Cc1c(N2CCCCC2)nc(N)c2c(N)nc(SCC(=O)O)cc12 | 50µM* | -27% | 7.1µM* | 28µM* | ? | 22µM* | 35µM* | 40µM* | /
CN(c1ccccc1C(=O)Nc1ccc(S(=O)(=O)N2CCCC2)cc1)S(C)(=O)=O | -9% | -19% | ? | -5% | -4% | 7% | -1% | -6% | 8%
CC(C)(C)OC(=O)N1CCC(c2c(C(=O)O)cnn2-c2ccc(F)cc2F)CC1 | -1% | 5% | 43%[activator] | 1% | / | -14% | 19% | 1% | 11%[59 µM]

# Structures from the list above with a COOH group, in the order listed:
SMILES | JMJD2A Tudor inh | BAZ2B block | Pol iota inh | BLM inh | APE1 inh | Pol eta inh | Pol beta inh | POLK inh | G9a block
C=Cc1ccc(Cn2c(C(=O)O)c(CNCc3ccc(F)cc3)c3ccc(C)cc32)cc1 | -26% | -33% | 20% | -10% | / | -19% | 1% | -5% | ?
O=C(O)C1C2C=CC(O2)C1C(=O)Nc1ccccc1C(F)(F)F (configuration not stated) | 79µM* | -6% | 25% | -1% | -2% | ? | 1% | 5% | 3.2µM*
N#Cc1c(N2CCCCC2)nc(N)c2c(N)nc(SCC(=O)O)cc12 | 50µM* | -27% | 7.1µM* | 28µM* | ? | 22µM* | 35µM* | 40µM* | /
CC(C)(C)OC(=O)N1CCC(c2c(C(=O)O)cnn2-c2ccc(F)cc2F)CC1 | -1% | 5% | 43%[activator] | 1% | / | -14% | 19% | 1% | 11%[59 µM]

# (cont.)
SMILES | JMJD2A Tudor inh | BAZ2B block | Pol iota inh | BLM inh | APE1 inh | Pol eta inh | Pol beta inh | POLK inh | G9a block
O=C(O)CN1C(=O)/C(=C\c2cccc(OCc3ccc(Cl)cc3)c2)SC1=S | ? | 45µM* | ? | -18% | 11% | 50µM* | ? | -31% | 40µM*
COc1ccc(/C=N/n2c(N)nc(-c3ccccc3)c2-c2ccccc2)cc1 | ? | ? | -6% | -8% | -1% | -18% | 7% | -5% | -26%[59 µM]
COC(=O)N/N=C\c1ccc(OC/C=C/c2ccccc2)cc1 | -8% | -5% | 9% | -5% | -7% | -16% | 13% | -2% | 46%
CC(C)Cc1ccccc1O | / | -2% | / | 3% | 19% | / | 13% | / | 21%
Cc1nn(-c2ccccc2)c(OC(=O)c2ccccc2)c1S(=O)(=O)c1ccccc1 | -30% | -19% | -8% | 3% | / | -15% | -4% | -27% | ?
O=C(O)c1ccc(NC(=O)c2ccc3c(c2)C(=O)N(c2ccccc2)C3=O)cc1 | -22% | -20% | -17% | -2% | 26% | -11% | 2% | 14% | 0%
Cc1nc(-c2ccccc2)sc1-c1ccc(SCC(=O)NCc2ccc(Cl)cc2)nn1 | -5% | -5% | 12% | -8% | / | -9% | -10% | -4% | -1%[59 µM]
CCOC(=O)Cn1c(CN2CCN(C(=O)c3ccco3)CC2)nc2c1c(=O)n(C)c(=O)n2C | 8% | -1% | 2% | -6% | 25% | -13% | -1% | -2% | -3%
COc1ccccc1CNC(=O)CSc1nnc2c(n1)[nH]c1ccc(F)cc12 | -16% | -2% | 29% | -1% | 0%[12.4 µM] | -3% | 33% | -1% | 26%[59 µM]
Nc1ccc(-c2nc3nc(N)nc(N)c3nc2-c2ccc(N)cc2)cc1 | -16% | -15% | 31%[activator] | ? | -1% | ? | 14% | 4% | -28%
O=C1CSC(c2ccccc2)N1c1nc(-c2ccc(Cl)cc2Cl)cs1 (configuration not stated) | -3% | 2% | 8% | -2% | -3% | -15% | 29% | 1% | -5%[12.7 µM]
O=C(NC1CC1)C1CC(=O)N(c2ccccc2)C1 (configuration not stated) | -23% | 1% | 25% | -3% | -3% | -9% | 33% | 6% | 6%
O=C(CSc1ccccn1)N1CCN(C(=O)CSc2ccccn2)CC1 | -5% | -2% | 8% | 1% | -3% | -14% | 10% | -11% | -22%
Cc1ccc(Nc2cc(=O)[nH]c(=O)[nH]2)cc1C | -18%&-6% | -6%&5% | 26%&9% | 0%&1% | -1% | -12%&-22% | 6%&-1% | -15%&-4% | 4%
